Screens from PubChem BioAssay.
TrxR1 substrate – qHTS Assay for Substrates of Mammalian Selenoprotein Thioredoxin Reductase 1 (TrxR1): qHTS | purified TrxR1 substrate turnover, NADPH consumption readout | Thioredoxin reductase 1, cytoplasmic (Rattus norvegicus), O89049 | 390,000 compounds, 0.01% hits | Potency, µM (highest dose often 114 µM), inactives show at the highest dose activity change, negative = substrate turnover | AID 588456, 2011; note: potency is the fitted concentration of half-maximal effect; % is set by controls: 0 for no effect and ±100 for the full control effect; nearly all actives have a fitted effect of over 50% in size
Target sequence (O89049 whole entry, looked up): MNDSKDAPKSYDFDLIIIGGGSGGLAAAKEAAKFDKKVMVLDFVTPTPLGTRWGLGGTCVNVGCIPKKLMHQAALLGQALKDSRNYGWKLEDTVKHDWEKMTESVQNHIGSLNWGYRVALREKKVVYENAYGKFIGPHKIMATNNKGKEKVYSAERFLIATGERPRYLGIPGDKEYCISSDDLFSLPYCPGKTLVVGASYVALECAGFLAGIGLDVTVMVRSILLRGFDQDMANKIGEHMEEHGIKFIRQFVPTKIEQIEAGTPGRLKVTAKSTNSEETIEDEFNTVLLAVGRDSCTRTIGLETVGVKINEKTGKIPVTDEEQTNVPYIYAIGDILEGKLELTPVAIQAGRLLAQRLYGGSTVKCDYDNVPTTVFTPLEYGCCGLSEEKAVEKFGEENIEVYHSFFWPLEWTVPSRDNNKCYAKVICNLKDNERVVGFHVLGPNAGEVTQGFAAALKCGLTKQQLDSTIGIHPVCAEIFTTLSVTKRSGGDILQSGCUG
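Rat TrxR1, dispensed at 90 nM, was prereduced with 400 uM NADPH (final) for 5 min at ~22 deg C, then incubated with compound 15 min before 400 uM selenite. A first-read NADPH fluorescence drop versus no-compound background flagged substrates.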
RGS4 inhibitor – Inhibitors of Regulator of G Protein Signaling (RGS) 4: qHTS. Regulator of G-protein signaling 4 (Homo sapiens), P49798. Transcreener GDP fluorescence polarization, RGS4-accelerated GTP hydrolysis. Potency, µM (doses to about 114 µM), inactives show at the top dose activity change, negative = inhibition, most hits filed as inhibitors. 390,000 compounds, 0.039% hits; note: potency is the fitted concentration of half-maximal effect; % is set by controls: 0 for no effect and ±100 for the full control effect; nearly all actives have a fitted effect of over 75% in size; some results filed as inactive show a strong effect at the top dose
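MLSMR compounds (23 nl, pin-transferred) preincubated 10 min at room temperature with a 500nM (2x) first reagent, then RGS4 at 900nM (2x) plus Transcreener GDP mix added; fluorescence polarization (620/688 nm) read before and after 90 min at 30 °C.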
mIDH1 inhibitor – qHTS for Inhibitors of mutant isocitrate dehydrogenase 1 (IDH1): qHTS. Isocitrate dehydrogenase [NADP] cytoplasmic (Homo sapiens), O75874. IDH1-R132H enzyme, NADPH consumption, diaphorase/resazurin fluorescence. Potency, µM (doses to about 76.6 µM), inactives show at the top dose activity change, negative = inhibition, most hits filed as inhibitors. 390,000 compounds, 0.093% hits; note: potency is the fitted concentration of half-maximal effect; % is set by controls: 0 for no effect and ±100 for the full control effect; nearly all actives have a fitted effect of over 65% in size
Target sequence (O75874 whole entry R132H, stated change not applied): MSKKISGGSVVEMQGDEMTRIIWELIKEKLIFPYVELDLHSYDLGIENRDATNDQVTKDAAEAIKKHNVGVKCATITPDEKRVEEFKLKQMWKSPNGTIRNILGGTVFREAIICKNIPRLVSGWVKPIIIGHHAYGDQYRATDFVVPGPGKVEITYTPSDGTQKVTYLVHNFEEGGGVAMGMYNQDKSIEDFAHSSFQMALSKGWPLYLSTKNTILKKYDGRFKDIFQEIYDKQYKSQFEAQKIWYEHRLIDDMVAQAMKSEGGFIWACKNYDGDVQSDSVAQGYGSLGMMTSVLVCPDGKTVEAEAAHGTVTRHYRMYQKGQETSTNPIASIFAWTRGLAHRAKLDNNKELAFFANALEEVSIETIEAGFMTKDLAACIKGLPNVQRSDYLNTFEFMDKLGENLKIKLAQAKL
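IDH1-R132H (0.5 ug/mL) preincubated 30 min with compound, then NADPH (0.016 mM) and alpha-KG (2 mM) added; 80 min at RT, pH 7.5. Remaining NADPH coupled via diaphorase/resazurin to fluorescence (540/590 nm); concentration-response curves normalized to no-enzyme control.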
Vif-APOBEC3G blk – qHTS for Inhibitors of Vif-A3G Interactions: qHTS | DNA dC->dU-editing enzyme APOBEC-3G (Homo sapiens), Q9HC16 | HeLa A3G-eYFP + Vif (tagged APOBEC3G with the HIV-1 protein that degrades it), YFP fluorescence, overnight | Potency, µM (titrated, usually from 46.1 µM), without a hit: at the top dose activity, negative = active, usual class: inhibitors | 410,000 compounds, 0.076% hits;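 note: potency is the fitted concentration of half-maximal effect; % is set by controls: 0 for no effect and ±100 for the full control effect; nearly all actives have a fitted effect of over 60% in size; hits raise eYFP signal because A3G escapes Vif-driven loss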
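Read-out is eYFP fluorescence (Ex 488/Em 500-530) from Vif-expressing HeLa A3G-eYFP cells; more signal means A3G escaped Vif-mediated degradation. Cells plated overnight, compound pinned in, incubated overnight at 37 deg C.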
LDHA block – qHTS assay for inhibitors of human lactate dehydrogenase; 480,000 compounds, 0.15% hits; activity change, % (values are at about 110 or 230 µM); purified LDHA, NADH/diaphorase-resazurin fluorescence; stronger effect = lower value; in the data active = activity change below about -30%; inconclusive = mostly about -25% to -30%;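 note: plate controls were DMSO wells for no effect and wells without enzyme for full effect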
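LDH5 2 nM; NADH 0.06 mM, pyruvate 0.2 mM; 200 mM Tris pH 7.4, EDTA, Tween-20; 5 min RT. Detection: diaphorase 0.133 mg/mL + resazurin 37 µM, fluorescence ex540/em590 at 0 and 20 min; normalized to enzyme-free and DMSO wells.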
GRP78 ERSR act – qHTS for Inducers of the Endoplasmic Reticulum Stress Response (ERSR) in Human Glioma: qHTS; AID 602332, 2012; Potency, µM, for the others: at the highest dose activation, most hits filed as activators; U87-MG GRP78 promoter luciferase reporter, 16 h; 420,000 compounds, 0.02% hits; note: potency is the fitted concentration of half-maximal effect; series mostly up to about 76 µM; % of control where 0% means no effect; nearly all actives have a fitted effect of over 35% in size
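Stably transfected U87-MG glioma cells carrying a GRP78-based luciferase sensor; 16 h compound incubation. Luminescence end-point read 10 min after Bright-Glo addition at room temperature.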
USP1 inh – Inhibitors of USP1/UAF1: Primary Screen | Ubiquitin carboxyl-terminal hydrolase 1 (Homo sapiens), O94782 | recombinant USP1/UAF1, Ub-Rhodamine cleavage fluorescence | Potency, µM (highest dose often 57.1 µM), inactives show at the top dose activity change, negative = inhibition, usual class: inhibitors | 390,000 compounds, 0.23% hits; note: potency is the fitted concentration of half-maximal effect; % is set by controls: 0 for no effect and ±100 for the full control effect; nearly all actives have a fitted effect of over 60% in size; inactives centre near -12
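USP1/UAF1 complex (1 nM) preincubated 15 min at room temperature with compound, then Ub-Rho substrate (150 nM final) added. Kinetic fluorescence at 480/540 nm over 6 reads at 60 s intervals; 50 mM HEPES pH 7.8, 0.5 mM EDTA, 0.1 mg/ml BSA, 1 mM TCEP, 0.01% Tween-20.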
rTrxR1 inhibitor – qHTS Assay for Inhibitors of Mammalian Selenoprotein Thioredoxin Reductase 1 (TrxR1): qHTS; Thioredoxin reductase 1, cytoplasmic (Rattus norvegicus), O89049; recombinant rTrxR1, NADPH fluorescence consumption, selenite substrate; Potency, µM (doses to about 114 µM), for inactives: top-dose activity change, negative = inhibition, hits mostly inhibitors; 390,000 compounds, 1% hits; note: potency is the fitted concentration of half-maximal effect; % is set by controls: 0 for no effect and ±100 for the full control effect; nearly all actives have a fitted effect of over 65% in size
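Rat TrxR1 (90 nM in the dispensed reagent) was pre-reduced with 400 uM NADPH for 5 min at room temperature, then incubated with compound for 15 min. After 400 uM selenite was added, NADPH fluorescence (Ex 340/Em 450 nm) was followed for 8 min.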
Vif-APOBEC3F blk – qHTS for Inhibitors of Vif-A3F Interactions: qHTS; Potency, µM (top dose mostly 46.1 µM), inactives show at the highest dose activity, negative = active; AID 602313, 2012; HeLa A3F-eYFP + Vif (tagged APOBEC3F with the HIV-1 protein that degrades it), YFP fluorescence increase; 390,000 compounds, 0.2% hits; note: potency is the fitted concentration of half-maximal effect; % of control where 0% means no effect; nearly all actives have a fitted effect of over 65% in size
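Fluorescence increase (Ex 488/Em 500-530) after overnight compound treatment at 37 deg C flags inhibition of Vif-driven A3F-eYFP loss in stable HeLa A3F-eYFP/Vif cells seeded overnight beforehand.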
* = called active by the depositor; u = inconclusive; x = no result given; & = joins results of further samples; [ ] = dose if it differs, or a comment. Unless noted, calls come from the whole dose curve; as a rule, active = well fitted curve in the direction sought with a large enough effect; inconclusive = small, poorly fitted or top-dose-only effect, or another doubt; inactive = no such curve, though single readings can be large; an effect the other way counts as inactive or inconclusive. Some of the compounds tested. The share of hits here may be higher or lower than overall.

Screens in order – TrxR1 substrate	RGS4 inhibitor	mIDH1 inhibitor	Vif-APOBEC3G blk	LDHA block	GRP78 ERSR act	USP1 inh	rTrxR1 inhibitor	Vif-APOBEC3F blk
COC(=O)[C@]1(Cc2ccccc2)N[C@H](CN(C)C(=O)COc2ccccc2)[C@@H]2C(=O)N(Cc3ccccc3)C(=O)[C@@H]21
  -2%	-6%	0%	0%	4	-3%	-22%	19%	7%
COc1ccc2c(c1OC)c(=O)n1c3ccc(OC(C)C(=O)NCCN4CCOCC4)cc3c3ccnc2c31 (stereo not drawn)
  54%[activator]	9%	0%	3%	6	-1%	7%	-4%	-1%
Nc1ccccc1Sc1c[nH]c2ccccc12
  -4%	-15%	5%	-8%	0	4%	-19%	19%	0%
O=C1c2ccccc2C(O)N1Cc1ccc2c(c1)OCO2 (stereo not drawn)
  8%[57.1 µM]	5%	-4%	4%	-10	-3%	-12%	14%[57.1 µM]	-6%
Cc1c(NC(=O)/C(C#N)=C/c2c(Oc3ccccc3)nc3ccccn3c2=O)c(=O)n(-c2ccccc2)n1C
  -19%	-12%	-2%	1%	-2	-6%	-11%	-34%	-14%
CC1CCN(S(=O)(=O)c2ccc(NC(=O)Cc3cccs3)cc2)CC1
  -10%	17%	-3%	1%	10	-3%	-5%	-13%	-4%
Cc1cc(=O)oc2c(CN3CCN(CCO)CC3)c(O)ccc12
  x	-6%	0%	4%	6	-7%	-18%	50%[activator][57.1 µM]	-20%
CC1CN(C(=O)COc2ccc3ccccc3c2Br)CC(C)O1 (stereo not drawn)
  -11%	-5%	-1%	-4%	-2	8%	2%	-13%	2%
O=c1nc2c(O)cccn2c2c1c(=O)[nH]c1ccccc12
  -6%	-24%	8%	-24%	14	-2%	-15%	u	u
Cc1nnc(SCC2=C(C(=O)O)N3C(=O)C(NC(=O)Cn4nc(C(F)F)c(Cl)c4C)C3SC2)s1 (stereo not drawn)
  -12%[57.1 µM]	-43%	2%	1%	2	-3%	-22%	-66%	-23%
O=C(CSc1nncs1)Nc1cccc2ccccc12
  9%	-25%	8%	-3%	2	1%	-7%	13%	-9%
COc1ccc(NC(=O)CSCC(=O)N2CCN(C(=O)c3ccco3)CC2)cc1
  -2%	16%	-7%	0%	-7	-3%	-10%	22%	2%
CN(C)CCCN(C(=O)CCSc1ccccc1)c1nc2cc3c(cc2s1)OCO3
  2%	7%	8%	-15%	-3	-11%	-5%	u	4%
COC(=O)c1cn(CC(=O)NCc2cccs2)c2ccccc12
  6%	-2%	2%	-2%	-5	2%	-16%	7%	x
Cc1ccc2nc(SCC(=O)c3ccccc3)nc(=O)n2c1
  2%[57.1 µM]	-52%	2%	1%	6	-10%	-13%	4%[57.1 µM]	2%
O=C(Nc1ccccc1N1CCOCC1)c1cc(=O)[nH]c2ccccc12
  -2%	6%	3%	0%	-4	0%	-7%	13%	-1%
COc1cc(/C=N/N=C(N)N)ccc1OCc1ccccc1Cl
  5%	1%	8%	-5%	-1	-16%	-22%	11%	9%
Cc1cccc(C)c1N1CCN(c2nc(N(C)C)oc(=O)c2C#N)CC1
  -7%	4%	3%	1%	0	-3%	-9%	-5%	-5%
C=CCNC(=O)c1cc2nc(C3CC3)cc(C(F)F)n2n1
  8%	-5%	4%	2%	0	0%	-9%	-12%	-6%
CCOC(=O)c1cc(-c2ccccc2)nn1Cc1ccccc1
  1%	-9%	14%	2%	3	2%	-21%	21%	-2%
Cc1ccnn1CC(=O)N/N=C/c1ccc([N+](=O)[O-])s1
  -6%	-3%	5%	-14%	-3	-7%	-11%	-1%	7%
CC1CCCCC12NC(=O)N(CC(=O)Nc1sccc1C(N)=O)C2=O (stereo not drawn)
  3%	-4%	2%	-2%	2	11%	-19%	11%	-18%
Cc1ccc(C(=O)CSC2=C(C#N)C(c3ccco3)CC(=O)N2)c(C)c1 (stereo not drawn)
  -9%[57.1 µM]	-39%	7%	-8%	2	-3%	-21%	u	9%
CC1CCN(c2nc(NCc3ccco3)nc(N)c2[N+](=O)[O-])CC1
  1%[57.1 µM]	-1%	3%	-5%	-1	0%	-11%	-3%[57.1 µM]	-9%
O=C(NC(=S)N1CCCC(O)C1)c1ccco1 (stereo not drawn)
  1%	-28%	0%	1%	-1	-2%	-16%	-13%	0%
Cn1c(Cn2c(=O)sc3ccccc32)nnc1SCc1ccc(F)cc1
  5%	-16%	10%	0%	-2	-6%	-18%	26%	4%
O=C(O)CC/C(=C\c1ccc(N2CCOCC2)c([N+](=O)[O-])c1)c1nc2ccccc2s1
  -4%[57.1 µM]	-8%	6%	-2%	-7	-6%	-25%	-3%[57.1 µM]	-13%
O=C(NCC1CCCO1)c1ccc2c(=O)n(-c3ccc(F)cc3)c(=S)[nH]c2c1 (stereo not drawn)
  1%	6%	5%	0%	0	-3%	-17%	8%	14%
CCCn1c(SCC(=O)N2CCc3ccccc3C2)nc2c1c(=O)n(C)c(=O)n2C
  1%	5%	3%	-8%	-6	-1%	-16%	12%	3%
COc1ccc(CNC(=O)COC(=O)c2ccc(C)c(S(=O)(=O)N3CCOCC3)c2)cc1OC
  3%	17%	-7%	6%	0	-4%	-19%	25%	5%
Oc1ccccc1C1=NCCNC(C(F)(F)C(F)F)=C1
  -5%[57.1 µM]	-1%	-2%	0%	2	-2%	-4%	-3%[57.1 µM]	7%
Cc1ccc(S(=O)(=O)N2CCOCC2)cc1C(=O)Nc1c(C)n(C)n(-c2ccccc2)c1=O
  -6%	-31%	5%	-1%	-10	-1%	-13%	0%	-5%
O=C(NCCS(=O)(=O)NCCCc1ccccc1)c1ccccc1
  0%[57.1 µM]	-10%	-6%	0%	-3	-3%	-21%	7%[57.1 µM]	1%
Cc1nc2c(ccc3nc(NC(=O)c4ccc5c(c4)OCCO5)sc32)s1
  18%&16%	-25%&-31%	3%	-6%	2&-10	6%	-23%	35%&18%	-13%
O=C(/C=C/c1ccccc1)Nc1nnc(-c2ccco2)o1
  4%[57.1 µM]	4%	11%	-17%	-1	1%	-11%	37%	-2%
O=c1[nH]c(CSc2nnc(-c3ccccc3)n2C2CCCCC2)nc2ccccc12
  -5%	-42%	8%	2%	1	u	-5%	-1%	3%
Nc1c2c(nc3sc4c(c13)CCCCC4)CCCCC2
  -9%	-3%	5%	-1%	-1	5%	-17%	-6%	4%
O=C(CCCCn1c(=O)c2ccccc2n(Cc2ccc(F)cc2)c1=O)NCc1ccco1
  6%[57.1 µM]	-4%	-1%	u	-11	0%	-11%	-6%	-3%
COc1cccc(CNC(=O)Cn2ncc3c4ccccc4n(Cc4ccccc4)c3c2=O)c1
  15%	-10%	-4%	-1%	-2	6%	-21%	24%	0%
COc1ccc(NC(=O)Nc2cc3oc4ccccc4c3cc2OC)cc1
  4%	-6%	0%	1%	-2	-1%	-2%	9%	-6%
COc1ccc(C(=O)c2cn(Cc3cccc(C)c3)c3cc4c(cc3c2=O)OCCO4)cc1OC
  -6%	-12%	u	3%	-3	4%	1%	-3%	1%
COc1cc(CN2CCN(c3ncccn3)CC2)cc(OC)c1
  1%	-5%	2%	-4%	-8	-2%	-5%	12%	10%
Cc1cc(C(=O)CCl)c(C)n1Cc1ccco1
  8%[57.1 µM]	-2%	-4%	u	-7	-14%	-8%	-74%	1%
COc1ccc2nc(NC(=O)c3ccccc3F)sc2c1
  24%	3%	1%	-6%	-3	-7%	-6%	14%	1%
O=C(NCc1ccc(Cl)cc1)c1ccc(CNc2c(N3CCOCC3)c(=O)c2=O)cc1
  0%	-6%	12%	-4%	-3	-5%	-20%	24%	2%
Cc1cc(C(=O)OCC(=O)NCc2ccc(F)cc2)c2ccccc2n1
  2%	10%	9%	-3%	0&5	-6%	-9%	8%	5%
CCN(CC)CCN1C(=O)c2ccccc2NC1c1ccc(C)cc1 (stereo not drawn)
  229%[activator]	-4%	3%	-3%	-5	1%	-12%	29%	-4%
